# Compound activity: PubChem, Sanford-Burnham Center for Chemical Genomics
# ER stress death: ER stress cell death inhibition | hit rate 0.33% among 48,000 | relative survival (cellular ATP), % at 15 µg/mL (by protocol) | AID 1010 | CSM14.1 thapsigargin ER stress survival, ATP luminescence;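 active = survival measured by cellular ATP above 50% at 15 µg/ml in the first screen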;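 also: cell death triggered by about 15 µM thapsigargin; ATP read 24 h after thapsigargin was added; plate controls were thapsigargin with DMSO for no effect and DMSO without thapsigargin for full effect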
# Active calls of the source: *. This is a subset; the hit share may differ from the screen's.
SMILES,ER stress death
COc1cc(/C=C2\SC(NC(C)=O)=NC2=O)ccc1Oc1ccc(C(F)(F)F)cc1[N+](=O)[O-],2
COc1cc(/C=C2/SC(=S)NC2=O)ccc1OS(=O)(=O)c1ccccc1,12
Cc1ccc(/C=C2\CN(C)C/C(=C\c3ccc(C)cc3)C2=O)cc1,0
COc1ccc(OC)c(N(CC(=O)N2CCN(c3ccccc3)CC2)S(=O)(=O)c2ccccc2)c1,15
Cc1ccc(N(Cc2ccc(C(=O)Nc3ccc(C)c(Cl)c3)cc2)S(C)(=O)=O)cc1C,-1
Cc1ccc(S(=O)(=O)N=C(Nc2ccccn2)c2ccccc2)cc1,-1
NC(=O)c1c(NC(=O)C(c2ccccc2)c2ccccc2)sc2c1CCCCCC2,9
Cn1c(C(=O)c2ccccc2)nc2ccccc21,1
CN1C(=O)N(C)C2(c3ccccc3)Nn3c(s/c(=C/c4ccc([N+](=O)[O-])cc4)c3=O)=NC12c1ccccc1 (stereo unspecified),11
COc1cc(NC(=O)c2cnn3c2NC(c2cccs2)CC3C(F)(F)F)c(OC)cc1Cl (stereo unspecified),-3
COc1cccc(CN2CCN(Cc3cccc(F)c3)CC2)c1OC,-3
Fc1cccc(-c2nnc(SCc3ccccc3Cl)n2-c2ccccc2)c1,11
CCOc1ccccc1NC(=O)COc1ccc(Br)cc1,2
O=C(Nc1cccc(Cl)c1Cl)c1ccc([N+](=O)[O-])cc1,0
O=C1C2C(c3ccccc3)C=CC(c3ccccc3)C2C(=O)N1Cc1ccc(F)cc1 (stereo unspecified),2
COc1cc([N+](=O)[O-])ccc1-c1ccc(/C=C2\C(=O)N(c3ccc(S(N)(=O)=O)cc3)N=C2C)o1,0
COC(=O)C(Cc1c[nH]c2ccccc12)NC(=O)C(c1ccccc1)c1ccccc1 (stereo unspecified),-13
O=C(COc1ccccc1Cl)Nc1nccs1,-2
CCCOc1ccc(/C=N/N=C/c2ccc(OCCC)cc2)cc1,-2
COc1ccc(N/C=C/C(=O)c2ccco2)cc1,-18
Cc1ccc(-c2nnc(-c3ccc(Br)o3)o2)cc1,2
Cc1cccc(NC(=O)/C(=C\c2ccccc2Cl)NC(=O)c2ccccc2)c1,10
CCOC(=O)c1c(NC(=O)c2cnccn2)sc2c1CCC(C(C)(C)C)C2 (stereo unspecified),3
COc1ccc(C(NC(=O)c2ccccc2)c2c(O)ccc3ccccc23)cc1OC (stereo unspecified),4
COC(=O)C1=C(C)N(c2ccc(Cl)cc2)/C(=C\c2ccc(OCC(=O)Nc3ccccc3OC)cc2)C1=O,1
Cc1cc(COc2ccccc2OCc2cc(C)no2)on1,2
CCOC(=O)C1=C(C)NC(C)=C(C(=O)OCC)C1c1cccs1,8
O=C(NC1C2CC3CC(C2)CC1C3)c1cccc(I)c1 (stereo unspecified),-2
CS(=O)(=O)c1ccc2nc(NC(=O)c3ccccc3Cl)sc2c1,-4
COc1ccc(C(=O)N/C(=C\c2ccc(-c3cccc([N+](=O)[O-])c3)o2)C(=O)NCc2ccncc2)cc1,1
CC(C)C1=NN2C(=N)/C(=C/c3ccc(OCc4ccc(F)cc4)cc3)C(=O)N=C2S1,4
CCOc1cc(C=NNC(=S)NC2CCCCC2)ccc1O,3
C=CCN(CC=C)CCCCOc1cccc(C)c1,-7
CCCN1CCC(=NNC(=O)c2c[nH]c3ccccc23)CC1,2
CCOc1ccc(C2C(C(C)=O)=C(O)C(=O)N2CC2CCCO2)cc1 (stereo unspecified),1
Cc1cccc(OCCOc2cccc(/C=N/n3cnnc3)c2)c1,3
CC1=C(C(=O)OC2CCCC2C)C(c2ccccc2Cl)NC(=O)N1 (stereo unspecified),4
C/C(=N\NC(=O)c1cc2ccccc2cc1O)c1ccco1,4
CCCn1c(NCCO)nc2ccccc21,8
COc1cc(/C=C2/SC(=S)N(c3ccccc3)C2=O)ccc1OC(=O)c1ccc([N+](=O)[O-])cc1,4
O=C(Nc1ccc(S(=O)(=O)N2CCCCCC2)cc1)c1ccccc1[N+](=O)[O-],2
CCOC(=O)c1c(C)nc2n(/N=C/c3ccccc3)c3ccccc3n12,0
CCOc1ccc(NC2=C(Cl)C(=O)N(c3ccc(C)cc3C)C2=O)cc1,4
CN1CCN(c2nc(-c3ccccc3O)nc3ccccc23)CC1,0
O=C(N/N=C/c1ccco1)c1cc(=O)[nH]c2ccccc12,-5
CCCCNc1c([N+](=O)[O-])c(=O)n(C)c2ccccc12,10
Cc1ccccc1C(=O)Nc1cccc(NC(=O)/C=C/c2ccc(-c3ccccc3[N+](=O)[O-])o2)c1,16
C=CCSc1nc2ccccc2n1C(=O)CCCN1C(=O)c2cccc3cccc(c23)C1=O,4
O=C1OC(c2ccccc2)=C/C1=C/c1cccs1,16
O=C(NCCN1CCNCC1)C(=O)NCc1ccco1,10
O=C(Cc1ccc(F)cc1F)Nc1ccc(F)cc1F,7
O=C(CCCN1C(=O)c2ccccc2C1=O)Nc1ccccc1C(=O)N1CCCC1,-1
CCOC(=O)c1oc2c(c1C)C(Cl)=C(C=O)CC2,-7
CC1=C(C(=O)OCc2ccccc2)C(c2cc3c(cc2Cl)OCO3)C2=C(CC(C)(C)CC2=O)N1 (stereo unspecified),8
O=C(N=Nc1c(O)[nH]c2ccc(Br)cc12)c1cccnc1,2
Cc1cc(-c2ccccc2)nc(N/N=C/c2ccccc2F)n1,-12
Cc1cc(C)cc(OCCCNCCO)c1,-8
CCOc1ccc(C2C(C(C)=O)=C(O)C(=O)N2CCN(C)C)cc1 (stereo unspecified),14
O=c1cc(N2CCCCC2)c2ccccc2n1-c1ccccc1,4
COc1ccc(OC)c(C2=C/C(=C/c3cccc(OC)c3O)C(=O)O2)c1,10

# (cont.)
SMILES,ER stress death
CCCCNC(=O)/C(=C\c1ccc(-c2cccc([N+](=O)[O-])c2)o1)NC(=O)c1ccccc1,1
CCC(NC(=O)c1ccccc1NC(=O)c1ccc(OC)cc1)C(=O)O (stereo unspecified),3
Cc1ccc(N2C(=O)NC(=O)/C(=C\c3ccc4c(c3)OCO4)C2=O)cc1C,-1
COc1ccccc1Nc1nc(-c2ccc(C)cc2)cs1,4
CCOC(=O)c1c[nH]c2c(Cl)cc(Cl)cc2c1=O,0
COc1cc(C2C3=C(CC(C)(C)CC3=O)OC3=C2C(=O)CC(C)(C)C3)cc(OC)c1OC(C)=O,-3
O=C(CN(c1ccc(Br)cc1)S(=O)(=O)c1ccccc1)N1CCc2ccccc2C1,14
CCOc1cc(C2Nc3ccccc3NC3=C2C(=O)CC(c2ccccc2)C3)cc(Br)c1O (stereo unspecified),35
COc1cc(C(=S)N2CCOCC2)cc(Br)c1O,-4
O=C(O)CN1C(=O)S/C(=C\c2ccccc2O)C1=O,5
COc1ccc(N(CC(=O)NC(C)(C)C)S(C)(=O)=O)cc1Cl,9
CC(C)(C)c1ccc(C(=O)Nc2ncc(Cc3ccc(F)cc3)s2)cc1,-2
Cc1nc(-c2ccc(NC(=O)c3ccccc3)cc2)cs1,1
Cc1cc(C)c(NC(=S)NC(=O)/C=C/c2ccccc2)c([N+](=O)[O-])c1,3
COCCN1C(=O)/C(=C\c2ccc(F)cc2)C(C(=O)OC)=C1C,1
COc1ccc(-c2nc(-c3cc(OC)c(OC)c(OC)c3)no2)cc1OC,11
COC(=O)c1sc2cc(Cl)ccc2c1Cl,2
COc1ccc(C(=O)Nc2cc(Cl)ccc2Cl)cc1NC(=O)c1cccc(F)c1,8
Cc1nnc(SCC(=O)NCC(=O)c2ccccc2)s1,9
O=C1NC(=Nc2cccc(Cl)c2Cl)S/C1=C\c1ccc([N+](=O)[O-])cc1,0
O=C(Nc1ccc(S(=O)c2ccc(NC(=O)c3cccs3)cc2)cc1)c1cccs1,2
COc1cccc(C=C2C(=O)NC(=O)NC2=O)c1O,6
COc1cccc(NC2=C(Cl)C(=O)N(c3cccc(Cl)c3Cl)C2=O)c1,-5
O=C(CCNc1ccc(Br)cc1)c1cccc([N+](=O)[O-])c1,30
CCC12c3ccccc3C(c3ccccc31)C1C(=O)N(c3ccc4c(c3)OCO4)C(=O)C12 (stereo unspecified),8
Nc1ccc(C(=O)CC2(O)C(=O)Nc3ccccc32)cc1 (stereo unspecified),2
Cc1ccc(N2C(=O)/C(=C/c3ccc(O)c(O)c3)SC2=S)cc1C,-3
COc1ccc(C)cc1Nc1cc(C)c2ccccc2n1,0
O=S(=O)(c1ccc(Br)cc1)n1nnc2ccccc21,0
Nc1nnc(/C=C/c2ccccc2Cl)s1,0
COc1ccc(NC(=O)C2Cc3ccccc3CN2C(=O)OCc2ccccc2)cc1 (stereo unspecified),7
CC(C)(C)NC(=O)c1nn2c(c1Br)NC(c1ccccc1)CC2C(F)(F)F (stereo unspecified),7
CC(Oc1ccc(Cl)cc1Cl)C(=O)N1CCN(c2ccccc2)CC1 (stereo unspecified),9
Cc1c(-c2nc(-c3ccncc3)no2)cccc1[N+](=O)[O-],-8
CC(=O)CCc1c(C)c2cccc(C)c2[nH]c1=S,-5
CCOC(=O)c1c(NC(=O)c2cccs2)sc2c1CCC(C)C2 (stereo unspecified),7
Cc1cc2c(cc1C)-c1nc3ccccc3c(=O)n1C(C)(C)C2,8
Clc1cccc(OCCCN2CCCCC2)c1Cl,-10
O=C(O)c1ccc(NC(=O)c2ccc(Cl)cc2)cc1,5
COc1ccc(CN2CCN(S(C)(=O)=O)CC2)cc1OCc1ccccc1,8
O=c1oc2cc([N+](=O)[O-])ccc2nc1/C=C(\O)c1cccc(Br)c1,0
Cc1ccc(N=C(Nc2ccc(C)cc2)c2ccccc2)cc1,-4
CC(=O)Nc1cc(C(N)=O)c(Cl)cc1Cl,3
Cc1nonc1-c1cn2cc(Cl)ccc2n1,8
CCSc1nc2ccc(N)cc2s1,-2
Cc1cc(C=O)c(C)n1-c1ccc(Cl)c(Cl)c1,4
COc1ccc(-c2nnc(NC(=O)c3ccccc3F)s2)cc1,1
CC1=C(C(=O)OC2CCCCC2)C(c2ccco2)C2=C(CC(C)(C)CC2=O)N1 (stereo unspecified),7
O=C(Nc1ccc2nn(-c3ccc(F)cc3)nc2c1)c1ccc(Br)o1,3
Cc1cc(/C=C2\C(=O)NC(=O)N(c3cccc(F)c3)C2=O)c(C)n1-c1cccc([N+](=O)[O-])c1,-2
CCCOc1cccc(C(=O)Nc2nc(-c3ccc(F)cc3F)cs2)c1,5
O=C(c1cccc(F)c1)N1CCN(c2ccc(F)cc2)CC1,1
Cc1nc2cc(N=Cc3ccc(N(C)C)cc3)ccc2n1Cc1ccccc1,4
C=CCN1C(=O)CS/C1=N\S(=O)(=O)c1ccc([N+](=O)[O-])cc1,8
CCOC(=O)c1c(NC(=O)c2c(-c3ccccc3)noc2C)sc2c1CCC(CC)C2 (stereo unspecified),0
COc1ccc(/C=C2\C(=O)NC(=S)N(c3cccc(Br)c3)C2=O)cc1,8
Cc1ccc(C(=O)NNC(=O)c2cc3ccccc3cc2O)cc1,13
COC(=O)c1cc(C(=O)Nc2ccc(Br)c(C)c2)cc([N+](=O)[O-])c1,2
COC(=O)CN(c1ccc(OC)c(Cl)c1)S(C)(=O)=O,0
CC(=O)Nc1ccc(S(=O)(=O)N/N=C/c2ccco2)cc1,4

# 18 of these compounds, set out differently:
SMILES	ER stress death
O=c1oc2cc([N+](=O)[O-])ccc2nc1/C=C(\O)c1cccc(Br)c1	0
Cc1ccc(N=C(Nc2ccc(C)cc2)c2ccccc2)cc1	-4
CC(=O)Nc1cc(C(N)=O)c(Cl)cc1Cl	3
Cc1nonc1-c1cn2cc(Cl)ccc2n1	8
CCSc1nc2ccc(N)cc2s1	-2
Cc1cc(C=O)c(C)n1-c1ccc(Cl)c(Cl)c1	4
COc1ccc(-c2nnc(NC(=O)c3ccccc3F)s2)cc1	1
CC1=C(C(=O)OC2CCCCC2)C(c2ccco2)C2=C(CC(C)(C)CC2=O)N1 (stereo unspecified)	7
O=C(Nc1ccc2nn(-c3ccc(F)cc3)nc2c1)c1ccc(Br)o1	3
Cc1cc(/C=C2\C(=O)NC(=O)N(c3cccc(F)c3)C2=O)c(C)n1-c1cccc([N+](=O)[O-])c1	-2
CCCOc1cccc(C(=O)Nc2nc(-c3ccc(F)cc3F)cs2)c1	5
O=C(c1cccc(F)c1)N1CCN(c2ccc(F)cc2)CC1	1
Cc1nc2cc(N=Cc3ccc(N(C)C)cc3)ccc2n1Cc1ccccc1	4
C=CCN1C(=O)CS/C1=N\S(=O)(=O)c1ccc([N+](=O)[O-])cc1	8
CCOC(=O)c1c(NC(=O)c2c(-c3ccccc3)noc2C)sc2c1CCC(CC)C2 (stereo unspecified)	0
COc1ccc(/C=C2\C(=O)NC(=S)N(c3cccc(Br)c3)C2=O)cc1	8
Cc1ccc(C(=O)NNC(=O)c2cc3ccccc3cc2O)cc1	13
COC(=O)c1cc(C(=O)Nc2ccc(Br)c(C)c2)cc([N+](=O)[O-])c1	2

# (listing goes on)
SMILES,ER stress death
Cc1ccc(C)c(N2C(=O)CC(Cc3ccc(Br)cc3)C2=O)c1 (stereo unspecified),13
O=C(Cn1cnc([N+](=O)[O-])n1)N1CCN(Cc2ccccc2)CC1,6
COc1ccc(OC)c(N(CC(=O)Nc2ccc(Cl)cc2)S(C)(=O)=O)c1,-1
CC(C)(C)NC(=O)/C(=C\c1cccs1)NC(=O)c1cccs1,4
Cc1ccc(C2(C)CC(C)(C)N(C(=O)C3CCCO3)c3ccccc32)cc1 (stereo unspecified),14
O=C1NC(=O)N(c2ccccc2)C(=O)/C1=C/c1ccc(-c2ccccc2C(=O)O)o1,-1
O=C(c1cccc([N+](=O)[O-])c1)N1CCc2ccccc2C1,0
Cc1cc(OCC(=O)Nc2cccc(F)c2)ccc1Cl,10
O=C1Nc2ccccc2/C1=C\c1c(Cl)cccc1Cl,5
CC1(C)Cc2ccccc2-c2nnc(C(F)(F)F)n21,0
O=C(NC(=S)Nc1cc([N+](=O)[O-])cc(Cl)c1O)c1ccc(F)cc1,5
Cc1ccc(S(N)(=O)=O)cc1NC(=O)c1ccc(Cl)cc1[N+](=O)[O-],1
O=C1C2C3C=CC(C2C(=O)N1c1ccccc1F)C1C(=O)N(c2ccccc2F)C(=O)C31 (stereo unspecified),4
COc1nc(NS(=O)(=O)c2ccc(N)cc2)nc(N(C)C)n1,2
CC(C)(C)OC(=O)N1CC(O)CC1C(=O)OCC(=O)c1ccc(-c2ccccc2)cc1 (stereo unspecified),4
